CHRM4 PAM – positive allosteric modulators of human muscarinic M4 receptor | P08173 | CHO-K1 hM4/Gqi5, Fluo-8 calcium fluorescence, ACh EC20; 0% = ACh EC20, 100% = maximal ACh | activation, % at 3 µM | 360,000 compounds, 0.4% hits | AID 624126;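 active = activation above its plate's cutoff, the mean activation of sample wells plus 3 SD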; note: some results filed as inactive read as strong as hits
Target sequence (P08173 whole entry, looked up): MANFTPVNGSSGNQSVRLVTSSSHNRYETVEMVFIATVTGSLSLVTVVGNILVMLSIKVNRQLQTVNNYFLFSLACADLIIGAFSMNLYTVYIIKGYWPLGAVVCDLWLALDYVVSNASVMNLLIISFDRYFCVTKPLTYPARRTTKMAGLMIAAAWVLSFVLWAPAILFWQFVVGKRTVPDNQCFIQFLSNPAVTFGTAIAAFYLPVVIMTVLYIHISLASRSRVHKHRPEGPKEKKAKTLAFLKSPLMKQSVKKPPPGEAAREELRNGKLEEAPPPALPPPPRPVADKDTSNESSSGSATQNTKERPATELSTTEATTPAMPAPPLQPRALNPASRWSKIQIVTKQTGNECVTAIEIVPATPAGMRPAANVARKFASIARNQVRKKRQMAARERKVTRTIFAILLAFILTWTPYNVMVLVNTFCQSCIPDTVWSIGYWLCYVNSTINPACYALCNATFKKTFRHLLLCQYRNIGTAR
M5 PAM – CHRM5 positive allosteric modulation; P08912; CHO-K1 hM5, Fluo-8 calcium, ACh EC20 PAM; 0% = ACh EC20, 100% = ACh EC100; activation, % at 3 µM; 360,000 compounds, 0.3% hits; AID 624038;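 active = activation above the run cutoff, the mean activation of all test compounds plus 3 SD, cut at about 18% in these data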
Target sequence (P08912 whole entry, looked up): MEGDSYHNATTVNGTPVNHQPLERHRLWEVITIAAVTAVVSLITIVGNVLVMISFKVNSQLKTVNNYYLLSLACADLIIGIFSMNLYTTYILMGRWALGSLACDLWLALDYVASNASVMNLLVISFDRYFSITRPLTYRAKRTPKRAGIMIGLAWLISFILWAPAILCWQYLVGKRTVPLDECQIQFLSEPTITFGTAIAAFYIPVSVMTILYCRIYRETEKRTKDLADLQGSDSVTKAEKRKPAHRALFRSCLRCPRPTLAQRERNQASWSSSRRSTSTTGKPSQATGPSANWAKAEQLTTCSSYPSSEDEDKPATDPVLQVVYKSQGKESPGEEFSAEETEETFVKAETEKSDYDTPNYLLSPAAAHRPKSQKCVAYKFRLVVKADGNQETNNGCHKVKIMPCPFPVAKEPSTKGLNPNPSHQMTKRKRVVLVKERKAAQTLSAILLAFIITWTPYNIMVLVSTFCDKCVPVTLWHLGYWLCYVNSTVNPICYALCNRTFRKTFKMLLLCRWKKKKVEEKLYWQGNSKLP
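Test system: CHO-K1 hM5 cells / Doses: single-point, 3 µM nominal / Times: Post-acetylcholine fluorescence recording 140 s / Technique: Fluo-8 calcium fluorescence / Measure: Max/basal fluorescence ratio as % of EC20–EC100 ACh window / Benchmarks: low control EC20 acetylcholine (0%), high control EC100 acetylcholine (100%) / Replicates: one well per compound, no replicates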
IDE inh – cellular human IDE inhibition | P14735 | inhibition, % at 5.59 µM | 320,000 compounds, 0.41% hits | HEK cells, FAbetaB cleavage, fluorescence polarization;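 active = percent inhibition above the average of all tested compounds plus 3 SD, set per screening campaign, cut at about 16% in these data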;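 note: IDE supplied by intact live HEK cells; FP after avidin binding of uncleaved biotin substrate so inhibition keeps polarization high; 0% = DMSO wells and 100% = 60 µM reference IDE inhibitor Ii1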
CRFBP-R2 agonist – agonists of human CRF-binding protein/CRF-R2 receptor complex; HEK293 CRF-R2/CRF-BP, calcium dye fluorescence (FLIPR); percent of saturating CRF peptide response; activation, % at 13.2 µM; 350,000 compounds, 0.46% hits; AID 588473;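 active = activation of at least 50%, plus an integration ratio under a set limit after plate pattern correction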;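 note: plate controls were neutral control wells without compound for no effect and CRF at EC100 for full effect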
CHRM5 agonist – agonists of human muscarinic M5 receptor (CHRM5); CHO-K1 hM5 cells, Fluo-8 calcium fluorescence; 0% DMSO wells, 100% maximal acetylcholine response; activation, % at 3 µM; 360,000 compounds, 0.19% hits; P08912;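 active = activation above the run's mean over test compounds plus 3 SD, cut at about 23% in these data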;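 note: signal is peak over basal fluorescence ratio across the kinetic read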
M4 ag – CHRM4 agonism in calcium assay; CHO-K1 hM4/Gqi5, Fluo-8 calcium fluorescence; vehicle 0%, full acetylcholine response 100%; 360,000 compounds, 0.14% hits; AID 624127; P08173; activation, % at 3 µM;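 active = activation above the run mean over all test wells plus 3 SD, cut at about 32% in these data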;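 note: peak over basal fluorescence ratio per well then scaled between controls; 0% = DMSO wells and 100% = acetylcholine at EC100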
M5 antag – blocks acetylcholine activation of human M5 receptor; 360,000 compounds, 0.59% hits; inhibition, % at 3 µM; CHO-hM5 cells, Fluo-8 calcium fluorescence, ACh EC80;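 active = inhibition above a per-plate cutoff, the mean of that plate's test compounds plus 3 SD, cut at about 27% in these data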;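 note: 0% = acetylcholine EC80 with DMSO and 100% = DMSO without agonist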
M4 antag – antagonists of human muscarinic M4 receptor (CHRM4) | P08173 | CHO-hM4 cells, ACh EC80, Fluo-8 calcium fluorescence | inhibition, % at 3 µM | 360,000 compounds, 0.73% hits | AID 624125;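 active = inhibition above its plate's cutoff, the mean inhibition of sample wells plus 3 SD, cut at about 27% in these data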;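 note: 0% = acetylcholine EC80 with DMSO and 100% = DMSO without agonist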
CRFR2-BP antag – blocks CRF-induced signaling of the CRF-BP/CRF-R2 complex; HEK293 CRF-R2/CRF-BP, CRF-induced calcium fluorescence; inhibition, % at 11.8 µM; 350,000 compounds, 0.59% hits; AID 588475;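 active = inhibition of the ligand-induced calcium signal above about 50% at the single tested concentration, limit read from the data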
Numbers without * were called inactive; x = not tested or not shown.

SMILES	CHRM4 PAM	M5 PAM	IDE inh	CRFBP-R2 agonist	CHRM5 agonist	M4 ag	M5 antag	M4 antag	CRFR2-BP antag
O=C(Cc1ccc(NC(=O)C2CCN(C(=O)C3CC3)CC2)cc1)Nc1ccc(C(=O)N2CCOCC2)cc1	9	-2	x	-0.7	0	1	3	-7	2
Cc1cc(C(=O)N2CCN(c3ccccc3)CC2)no1	-8	-3	-4	4.5	-1	0	3	5	15
CN(C)S(=O)(=O)c1cccc(COc2cccnc2[N+](=O)[O-])c1	-1	-1	-4	1.3	-3	6	8	1	-20
Cc1ccc(-n2c3nc(=O)[nH]c(=O)c-3cc3c(C)nn(-c4ccccc4)c32)c(C)c1	-3	1	1	-0.1	-2	1	-4	11	13
O=c1[nH]c(SCc2ccccc2Cl)nc2c1CCC2	10	5	12	-0.7	-5	-2	-7	5	-14
O=C(Nc1nnc(-c2ccccc2)o1)NC1CCCCC1	4	-7	8	-0.8	-6	2	-6	-8	-10
CC1NC(=O)NC1CCCCCC(=O)NCCc1ccccc1 (configuration not stated)	5	2	4	-1.5	1	1	-1	5	8
OCCCn1c(-c2ccccc2)nc(=S)c2c1CCCC2	4	7	7	0.4	-5	0	-10	-13	24
CCCS(=O)(=O)N1CCN=C1SCc1cccc(C)c1	0	13	-4	0.4	-6	0	4	3	10
CC(=O)N1CCCc2cc(S(=O)(=O)N3CCN(C4CCCCC4)CC3)ccc21	-3	4	2	0.0	-6	2	0	-4	-14
COc1ccccc1N1CCN(C(=O)CNC(=O)c2ccc(Cl)cc2Cl)CC1	0	3	-24	-0.3	-1	2	-6	-12	0
CCCNC(=O)C1CCN(S(=O)(=O)c2ccc3[nH]c(=O)ccc3c2)CC1	4	2	-2	0.2	1	3	-3	-14	-9
CCC(CC)C1C(C#N)=C(N)SC(N)=C1C#N	-3	-9	-1	2.0	8	12	6	-7	29
CCC(C)N(CCNC(=O)CC1Oc2ccccc2NC1=O)C1CCCCC1 (configuration not stated)	-14	-10	-1	-0.6	-6	0	9	45*	-2
CC(C)(C)C(=O)NC(=S)Nc1cc(C(F)(F)F)ccc1N1CCOCC1	9	-1	6	0.7	-4	-3	-5	3	-29
O=C(CCn1ccnc1)Nc1ccc2ccccc2c1	-4	5	1	-1.4	-5	0	14	11	-4
Cc1ccc(COc2ccsc2-c2n[nH]c(=S)n2C)cc1	-2	-4	3	-0.1	-4	0	6	-4	18
Cc1ccc(C(Sc2ccccc2)C(Cn2cncn2)C(=O)c2ccccc2)cc1 (configuration not stated)	-13	-19	7	-1.8	-6	1	17	1	29
COc1cc(CCC(=O)NCc2ccc(S(N)(=O)=O)cc2)cc(OC)c1OC	6	3	5	0.7	-2	1	1	-2	-16
CCOc1cc2[nH]c(=O)n(Cc3ccc(C(=O)NCCCN4CCC(C)CC4)cc3)c(=O)c2cc1OCC	9	-6	-6	0.8	-1	1	7	-2	-13
Cc1ccc(-c2cn3cccnc3n2)cc1NC(=O)c1cccs1	3	4	-2	0.1	-3	2	2	0	16
COc1ccc(S(=O)(=O)N2CCCC(C(=O)Nc3cccc(C(C)=O)c3)C2)cc1 (configuration not stated)	-1	-9	-6	-1.0	-2	4	1	19	14
COc1cccc(C(=O)Cn2c(Br)nc3c2c(=O)n(C)c(=O)n3C)c1	6	-4	10	-1.3	2	2	8	6	-15
Cc1cccc(CN2CCC(CNC(=O)C3CCCN(S(=O)(=O)c4cnc[nH]4)C3)CC2)c1 (configuration not stated)	-9	-3	6	-0.9	-6	0	4	16	-10
Nc1nc(N)c2cc([N+](=O)[O-])ccc2n1	8	3	x	-1.7	8	1	-3	-6	9

Continuation.
SMILES	CHRM4 PAM	M5 PAM	IDE inh	CRFBP-R2 agonist	CHRM5 agonist	M4 ag	M5 antag	M4 antag	CRFR2-BP antag
Cc1cc(C)cc(NC(=O)COc2ccc(C(=S)N3CCOCC3)cc2)c1	-4	0	3	-0.5	-3	1	-10	-1	-8
O=C(NCc1ccccc1)C1CCN(C(=O)Cc2ccccc2)CC1	13	-3	-1	1.7	-5	2	3	-25	-10
COc1ccc(C2/C(=C(\O)c3ccc(OC)c(Cl)c3)C(=O)C(=O)N2CCN(C)C)cc1 (configuration not stated)	8	-1	-2	-1.3	0	1	-4	6	6
CCCc1cc(NCCCN2CCOCC2)n2c(nc3ccccc32)c1C#N	4	-5	4	-0.9	-1	1	-1	2	9
CC1(c2ccccc2)NC(=O)N(CCOc2ccccc2)C1=O (configuration not stated)	4	1	3	1.1	-1	1	-4	-2	3
Cc1cccc(C)c1NC(=S)Nc1c(C)n(C)n(-c2ccccc2)c1=O	2	-10	4	-0.9	2	1	9	-1	-8
COc1ccc(S(=O)(=O)Nc2cccc(NC(C)=O)c2)cc1	5	-5	2	0.0	3	2	4	0	-17
COc1cc2c(cc1OC)[C@@H](NC(=O)Cc1ccc(F)cc1)[C@H](OCc1ccccc1)C2	0	-6	x	-6.8	1	4	-1	-13	-4
CCC1Nc2ccccc2-c2nnc(SC)nc2O1 (configuration not stated)	-1	1	4	-1.7	0	0	-2	-1	5
CCOC(=O)C1(Cc2ccccc2C)CCCN(C(=O)c2sccc2C)C1 (configuration not stated)	-3	-6	-3	-2.8	-3	13	6	-10	6
CCN(C(=O)CN1CCCCC1)C1(C)C(=O)c2ccccc2C1=O	6	1	-5	-2.0	-1	0	5	1	14
O=C(CN1CCNC(=O)C1)NCCc1ccc(Cl)cc1Cl	1	-4	10	-0.2	-5	0	-1	-14	-4
O=C(CSc1c2c(nc3cc(Cl)ccc13)CCCC2)NCCN1CCOCC1	4	5	0	-0.5	-5	1	-12	-3	4
CCN(Cc1ccccc1)C(=O)CN1C(=O)c2ccccc2S1(=O)=O	0	11	4	1.5	-3	1	-10	-1	8
CCOc1ccc2c(c1)C(C)=CC(C)(C)N2S(=O)(=O)c1ccc(C)cc1	-13	-11	x	2.1	-6	-1	5	6	23
CN(Cc1cccs1)C(=O)/C=C/c1ccccc1[N+](=O)[O-]	6	-1	1	3.9	-4	2	0	-2	6
CCCCCNC(=O)C(c1cc2ccccc2o1)n1c(=O)c(-c2ccco2)nc2ccccc21 (configuration not stated)	27*	8	x	x	0	1	-10	-11	x
O=C(COC(=O)CNC(=O)c1ccco1)NCc1ccc(F)cc1	7	-8	1	-1.2	-7	1	8	1	8
COC(=O)C1CC(O)CN1S(=O)(=O)c1ccc2ccccc2c1 (configuration not stated)	3	3	-3	-1.8	1	0	7	-3	1
Cc1ccccc1-c1csc(C(C)(O)c2cccnc2)n1 (configuration not stated)	6	3	x	x	3	0	-10	-9	x
O=C(O)CN1C(=O)NC2(CCOc3ccccc32)C1=O (configuration not stated)	-1	6	-2	-0.8	-1	0	-1	-1	21
Cc1cc(C)c(NC(=O)CN(C)S(=O)(=O)c2ccc3c(c2)n(C)c(=O)c(=O)n3C)c(C)c1	0	6	0	0.0	-4	-1	-10	-2	9
O=C(O)c1ccc(CS(=O)(=O)c2ccc(Br)cc2)cc1	2	3	-3	2.1	3	0	-4	0	11
CCCCCCCCN1C(=O)[C@H](CC(=O)N2CCN(C(=O)OCC)CC2)C[C@@]2(C(=O)OC)CC(C)(C)CC=C12	1	5	x	x	-1	3	0	0	x
CC1CCN(c2ncnc3nc[nH]c23)CC1	12	-6	4	-1.7	-1	1	11	-6	-20

More structures
SMILES	CHRM4 PAM	M5 PAM	IDE inh	CRFBP-R2 agonist	CHRM5 agonist	M4 ag	M5 antag	M4 antag	CRFR2-BP antag
COCCCNC(=O)CCc1ccccc1	12	-7	-2	0.1	-5	2	7	-4	5
O=C(CN1C(=O)NC2(CCCC2)C1=O)OCCOc1ccc(F)cc1	4	3	3	1.7	-3	1	-3	-8	-4
CCCC12CN3CC(CCC)(CN(C1)C3c1ccco1)C2=O (configuration not stated)	-5	2	3	-0.6	0	0	-1	5	5
CC1CCCCC12NC(=O)N(CC(=O)NCC(=O)Nc1ccc(F)c(F)c1F)C2=O (configuration not stated)	6	5	0	-0.3	4	1	5	-12	2
CCOCCCNS(=O)(=O)c1ccc(NC(=O)c2ccc(OC)c([N+](=O)[O-])c2)cc1	5	-6	1	1.7	-5	1	-4	-12	1
COc1ccc(CNC(=O)C2CCCN2S(=O)(=O)c2ccc(S(=O)(=O)N(C)C)cc2)cc1 (configuration not stated)	3	-1	4	-1.1	-2	2	-6	-10	19
Cc1ccc(S(=O)(=O)NCC(=O)N(CC(=O)NCc2ccco2)Cc2ccc(F)cc2)cc1	-1	3	4	4.6	-1	2	9	-6	-12
CC1CC(C)CN(C(=O)CN2CCN(Cc3ccc(Cl)cc3)C2=O)C1 (configuration not stated)	2	-13	2	0.6	1	3	9	-3	-4
O=C(Cn1cc[n+](CC(=O)c2ccccc2)c1)c1ccccc1	0	-5	9	-0.1	-9	1	4	4	31
COC(=O)c1ccccc1S(=O)(=O)N1CCC(C(=O)N(C)CCOc2ccccc2)CC1	7	-7	4	-0.5	1	5	6	-5	-7
CCOC(=O)c1c(NC(=O)CN2C(=O)NC3(CCC(C)CC3)C2=O)sc(C)c1-c1ccc(C)cc1 (configuration not stated)	19	-5	0	2.9	-3	0	1	-1	-69
Cc1ccc2[nH]cc(CCCN3C(=O)c4ccccc4C3=O)c2c1	4	-3	-2	2.3	-3	2	2	-7	-35
Cc1ccc(NC(=O)CC2C(=O)NCCN2C(=O)c2ccc(F)cc2)cc1 (configuration not stated)	-2	-1	5	-0.7	-1	0	-9	-3	-3
CCCCN1CCNC[C@@H]1c1ccccc1	13	4	4	-1.3	-2	2	-2	-12	0
C1=C(CCNc2nnnn2-c2ccccc2)CCCC1	-3	-25	8	0.9	-6	5	4	-1	-19
O=c1c2cn[nH]c2nc(SCc2ccccc2F)n1-c1ccc(Br)cc1	-9	3	-3	3.1	2	-1	2	6	10
O=C(c1c(F)cccc1F)N1CCN(c2ncccn2)CC1	3	-4	4	-3.0	1	1	-6	-4	-4
Cc1ccc(NC(=O)c2cccc(N3C(=O)CCC3=O)c2)nc1	5	2	5	6.4	0	0	-2	4	16
CCS(=O)(=O)N1Cc2ccccc2CC1C(=O)Nc1nnc(C2CC2)s1 (configuration not stated)	6	5	0	-0.2	1	1	4	-3	-5
CC(C)C[C@@H](N)c1nnc(SCC(=O)c2ccc(Cl)cc2)o1	-1	-11	-1	-1.2	-3	1	0	-12	-40
COc1ccc(S(=O)Cc2ccc(C(=O)N3CCN(c4cccc(C)c4C)CC3)o2)cc1 (configuration not stated)	-9	-17	3	-1.6	7	18	13	-14	5
COc1ccc(C(=O)C2CCCN(C(=O)Cn3nc(C)nc3C)C2)cc1F (configuration not stated)	4	0	x	-0.8	1	0	2	-6	11
COc1ccccc1C(=O)NN=C1CCN(Cc2ccccc2)CC1	0	-4	0	-2.5	-2	0	3	5	3

Arranged by length of the SMILES (falling): part of the list above.
SMILES	CHRM4 PAM	M5 PAM	IDE inh	CRFBP-R2 agonist	CHRM5 agonist	M4 ag	M5 antag	M4 antag	CRFR2-BP antag
COc1ccc(CNC(=O)C2CCCN2S(=O)(=O)c2ccc(S(=O)(=O)N(C)C)cc2)cc1 (configuration not stated)	3	-1	4	-1.1	-2	2	-6	-10	19
Cc1ccc(NC(=O)CC2C(=O)NCCN2C(=O)c2ccc(F)cc2)cc1 (configuration not stated)	-2	-1	5	-0.7	-1	0	-9	-3	-3
C1=C(CCNc2nnnn2-c2ccccc2)CCCC1	-3	-25	8	0.9	-6	5	4	-1	-19

Screens as filed in PubChem BioAssay.
